EP2 modulator = EP2 receptor modulators, cAMP readout, primary screen, cell-based, HTRF cAMP, PGE2 stimulation; hit rate 0.83% among 260,000; induction, % at 25 µM; EP2-expressing cells, cAMP HTRF FRET, PGE2 co-stimulation; Prostaglandin E2 receptor EP2 subtype (Homo sapiens), P43116;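 active means compounds whose cAMP rise, as percent of the full-agonist control response, exceeds 60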;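 further: rat C6 glioma line stably carrying human EP2 under a CMV promoter; the protocol text gives 20 µM as final concentration; 100% = response of wells given 1 µM PGE2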
Target sequence (P43116 whole entry, looked up): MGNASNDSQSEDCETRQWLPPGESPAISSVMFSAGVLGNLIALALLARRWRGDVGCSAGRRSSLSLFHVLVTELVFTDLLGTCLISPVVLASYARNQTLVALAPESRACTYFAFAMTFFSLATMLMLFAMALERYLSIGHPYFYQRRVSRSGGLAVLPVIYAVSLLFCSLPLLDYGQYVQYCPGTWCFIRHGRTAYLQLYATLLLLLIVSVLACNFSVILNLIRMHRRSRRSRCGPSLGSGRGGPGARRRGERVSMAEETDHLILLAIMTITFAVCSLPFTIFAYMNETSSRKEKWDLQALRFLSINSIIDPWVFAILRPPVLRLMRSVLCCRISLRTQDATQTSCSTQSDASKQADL
Ba/F3 V617F tox = reduced viability of JAK2V617F-dependent Ba/F3 cells, primary screen, JAK2V617F inhibitor project, cell-based, Ba/F3 EpoR-JAK2V617F, luminescence; ATP luminescence; inhibition, % at 5.6 µM; hit rate 1.1% among 220,000; AID 1446, 2008;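 active means inhibition above the campaign mean plus 3 SD over all tested compounds, cut at about 24% in these data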;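 further: cytokine-independent growth of Ba/F3 cells driven by EpoR plus mutant JAK2; 0% = DMSO-treated cells and 100% = JAK inhibitor I control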
PERK inh = block of dimerizer-induced PERK translation repression, primary screen, PERK inhibitor project, CHO PERK-DD cells, SEAP luminescence, HTS. Eukaryotic translation initiation factor 2-alpha kinase 3 (Homo sapiens), Q9NZJ5. hit rate 0.17% among 220,000. inhibition, % at 5.6 µM. CHO PERK-DD fusion, SEAP luminescence translation reporter;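 active means inhibition above the mean inhibition of all tested compounds plus 3 SD, set separately per screening campaign, cut at about 2.9% in these data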;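 further: PERK kinase domain activated by AP20187 dimerizer at 100 nM; 0% = DMSO with dimerizer and 100% = rapamycin at 8.4 µM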
S1P4 ag = S1P4 receptor agonists, primary screen, cell-based; activation, % at 4.98 µM; Sphingosine 1-phosphate receptor 4 (Homo sapiens), O95977; hit rate 0.35% among 220,000; AID 1509, 2009; S1P4-expressing cell line, agonist reporter assay; in the data active means activation above about 11%;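 further: 0% = DMSO vehicle and 100% = reference agonist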
BaF3 tox = parental Ba/F3 cell viability inhibition, counter-screen for JAK2V617F inhibitor project, murine pro-B, CellTiter-Glo luminescence | CellTiter-Glo ATP luminescence | inhibition, % at 5.6 µM | hit rate 1.1% among 220,000;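 active means inhibition above a per-campaign cutoff, the mean inhibition of all tested compounds plus 3 SD, cut at about 27% in these data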;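 further: 0% = DMSO wells and 100% = JAK Inhibitor I control wells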
Calpain2 inh = inhibitors of pig calpain II, primary screen, biochemical, fluorogenic peptide substrate, 1536-well; purified calpain II, 30 min; inhibition, % at 16 µM; hit rate 0.37% among 220,000; AID 1236, 2008;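 active means inhibition above about 50%, limit read from the data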
TRPN1 ag = zebrafish TRPN1 channel agonists, primary screen, cell-based, HEK293, calcium fluorescence. HEK293 zebrafish TRPN1-YFP, Fluo-8 calcium fluorescence; 100% = response to 87 µM carbachol. activation, % at 3 µM. transient receptor potential cation channel N1 (TRPN1/NompC), Danio rerio. hit rate 0.18% among 220,000;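 active means activation above its plate's cutoff, the mean activation of test wells on that plate plus 3 SD, cut at about 19% in these data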;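 further: 0% = DMSO alone and 100% = 87 µM carbachol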
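System: zebrafish TRPN1-YFP in HEK293 cells / Dosing: 3 µM single point / Timing: dye loading 1 h at 37 °C, then 30 min room temperature / Signal: Fluo-8 calcium fluorescence, excitation 470-495 nm, emission 515-575 nm / Read-out basis: percent activation from peak over basal fluorescence ratio, control-normalized / Control set: high carbachol 87 µM, low DMSO alone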
S1P4 antag = S1P4 receptor antagonists, primary screen, cell-based; Sphingosine 1-phosphate receptor 4 (Homo sapiens), O95977; S1P4-expressing cells, antagonist mode, reporter read-out; inhibition, % at 4.98 µM; hit rate 0.26% among 220,000; in the data active means inhibition above about 29%;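 further: 0% = wells stimulated with agonist and 100% = vehicle wells without agonist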
TRPML3 ag = human TRPML3 channel agonists, primary screen, cell-based, HEK293 TRPML3-YFP, Fluo-8 calcium fluorescence, 3 µM. 100% = the carbachol control signal. activation, % at 3 µM. hit rate 0.29% among 220,000. AID 1448, 2008;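 active means activation above its plate's cutoff, the mean activation of the plate's test wells plus 3 SD, cut at about 12% in these data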;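 further: 0% = DMSO only wells and 100% = carbachol wells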
Target sequence (Q8TDD5 whole entry, looked up): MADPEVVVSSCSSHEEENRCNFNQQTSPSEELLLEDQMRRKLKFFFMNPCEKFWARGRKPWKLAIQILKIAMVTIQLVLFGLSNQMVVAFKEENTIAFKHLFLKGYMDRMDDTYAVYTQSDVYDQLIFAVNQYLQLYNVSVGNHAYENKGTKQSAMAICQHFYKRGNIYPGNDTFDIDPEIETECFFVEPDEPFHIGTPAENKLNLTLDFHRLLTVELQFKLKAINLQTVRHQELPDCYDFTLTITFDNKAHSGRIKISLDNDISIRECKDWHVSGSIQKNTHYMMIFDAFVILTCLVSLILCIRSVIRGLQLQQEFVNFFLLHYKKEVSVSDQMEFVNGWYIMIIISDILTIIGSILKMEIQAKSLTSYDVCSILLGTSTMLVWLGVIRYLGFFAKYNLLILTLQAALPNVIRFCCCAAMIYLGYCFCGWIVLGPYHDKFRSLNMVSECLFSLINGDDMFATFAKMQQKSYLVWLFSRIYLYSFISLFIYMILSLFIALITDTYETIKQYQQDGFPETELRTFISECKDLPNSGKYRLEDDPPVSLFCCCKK
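Test system: TRPML3-YFP stable HEK293 cells. Doses: single point at 3 µM. Incubation: dye loading 1 h 37 °C then 30 min ambient, 125 s read. Signal: Fluo-8 calcium dye fluorescence, ex 470-495, em 515-575 nm. Measure: percent activation from peak-to-basal fluorescence ratio, scaled between DMSO and carbachol.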
* marks the source's active call; other numbers are inactive results; & = joins results of further samples.

Start of the data: the first 2 compounds, ahead of the listing:
COC(=O)c1cc(C(O)(C(=O)OC)C(F)(F)F)c(/N=C/N(C)C)s1 (stereo not drawn) was read as EP2 modulator 38, Ba/F3 V617F tox 2, PERK inh 0.8, S1P4 ag 0.5, BaF3 tox 1, Calpain2 inh -1, TRPN1 ag 0.6, S1P4 antag -3 and TRPML3 ag 0.5.
CCc1nc2ccccc2c(=O)n1-c1cccc(OC)c1 was read as EP2 modulator 5, Ba/F3 V617F tox 1, PERK inh -0.7, S1P4 ag 0.9, BaF3 tox 3, Calpain2 inh 8, TRPN1 ag -0.5, S1P4 antag -9 and TRPML3 ag 0.2.

The listing, repeating the preview:
COC(=O)c1cc(C(O)(C(=O)OC)C(F)(F)F)c(/N=C/N(C)C)s1 (stereo not drawn) was read as EP2 modulator 38, Ba/F3 V617F tox 2, PERK inh 0.8, S1P4 ag 0.5, BaF3 tox 1, Calpain2 inh -1, TRPN1 ag 0.6, S1P4 antag -3 and TRPML3 ag 0.5.
CCc1nc2ccccc2c(=O)n1-c1cccc(OC)c1 was read as EP2 modulator 5, Ba/F3 V617F tox 1, PERK inh -0.7, S1P4 ag 0.9, BaF3 tox 3, Calpain2 inh 8, TRPN1 ag -0.5, S1P4 antag -9 and TRPML3 ag 0.2.
c1ccc(C2CN3CCC2CC3)cc1 (stereo not drawn) was read as EP2 modulator 7, Ba/F3 V617F tox -4, PERK inh -0.7, S1P4 ag 1.6, BaF3 tox 0, Calpain2 inh -4, TRPN1 ag 0.9, S1P4 antag -17 and TRPML3 ag 1.0.
Screening COc1ccc(C(C)=O)cc1CC(C(=O)c1ccccc1)N(C)C (stereo not drawn) returned EP2 modulator 0, Ba/F3 V617F tox -2, PERK inh 0.5, S1P4 ag 2.4, BaF3 tox 3, Calpain2 inh -5, TRPN1 ag 0.1, S1P4 antag -22 and TRPML3 ag -0.1.
Screening COc1ccc(-c2cc(=Nc3ccccc3)c3cc(C)ccc3o2)cc1 returned EP2 modulator 24, Ba/F3 V617F tox -5, PERK inh -0.9, S1P4 ag 0.5, BaF3 tox 4, Calpain2 inh -2, TRPN1 ag -1.1, S1P4 antag -27 and TRPML3 ag 0.0.
Screening CCOc1cc(C(=O)N2CCC3(CC2)OCCO3)cc(OCC)c1OCC returned EP2 modulator -5, Ba/F3 V617F tox 3, PERK inh -0.2, S1P4 ag 1.2, BaF3 tox 6, Calpain2 inh 12, TRPN1 ag 0.8, S1P4 antag 3 and TRPML3 ag 0.3.
`COc1ccccc1N=C1SCCCN1C` gave EP2 modulator 9&13, Ba/F3 V617F tox -1, PERK inh 0.9, S1P4 ag 0.2, BaF3 tox 10, Calpain2 inh -28, TRPN1 ag 1.5, S1P4 antag -6 and TRPML3 ag 0.7.
Cc1ccccc1CN1CCN(Cc2ccccc2)CC1 was read as EP2 modulator 7, Ba/F3 V617F tox -3, PERK inh -0.2, S1P4 ag 0.4, BaF3 tox 3, Calpain2 inh -17, TRPN1 ag -1.1, S1P4 antag -8 and TRPML3 ag 0.2.
For O=C(CSC1c2ccccc2-c2ccccc21)N/N=C/c1ccccc1 the results were EP2 modulator -31, Ba/F3 V617F tox 5, PERK inh -0.1, S1P4 ag -1.9, BaF3 tox 7, Calpain2 inh 6, TRPN1 ag 0.0, S1P4 antag -25 and TRPML3 ag 0.6.
Screening c1ccc(CNc2c3c(nc4ccccc24)CCC3)cc1 returned EP2 modulator -25, Ba/F3 V617F tox 5, PERK inh -2.7, S1P4 ag 2.0, BaF3 tox 0, Calpain2 inh 32, TRPN1 ag 0.1, S1P4 antag 18 and TRPML3 ag -0.1.
For N/C(=N/[N+](=O)[O-])N1CCN(C(=O)c2ccc(Cl)cc2)CC1 the results were EP2 modulator 13, Ba/F3 V617F tox -2, PERK inh 0.6, S1P4 ag -0.5, BaF3 tox 5, Calpain2 inh -22, TRPN1 ag -1.2, S1P4 antag -5 and TRPML3 ag 0.7.
Screening OC(c1ccncc1)(c1ccc(F)cc1)c1ccc(F)cc1 returned EP2 modulator 33, Ba/F3 V617F tox -3, PERK inh 1.0, S1P4 ag -1.2, BaF3 tox 4, Calpain2 inh -10, TRPN1 ag -2.8, S1P4 antag 1 and TRPML3 ag -0.8.
COc1ccc(CC[n+]2cc(/N=C(\C)[O-])on2)cc1OC was read as EP2 modulator 29, Ba/F3 V617F tox 7, PERK inh 1.2, S1P4 ag -0.4, BaF3 tox 7, Calpain2 inh -3, TRPN1 ag 2.4, S1P4 antag -3 and TRPML3 ag 0.9.
Screening CC[N+](CC)(CC)CCCCCCCCCC[N+](CC)(CC)CC returned EP2 modulator -9, Ba/F3 V617F tox -4, PERK inh -0.1, S1P4 ag -1.6, BaF3 tox 0, Calpain2 inh 15, TRPN1 ag -0.9, S1P4 antag 6 and TRPML3 ag 0.2.
Screening O=P(N[C@@H](c1ccccc1)[C@@H]1C[C@H]1CO)(c1ccccc1)c1ccccc1 returned EP2 modulator 7, Ba/F3 V617F tox -1, PERK inh 0.1, S1P4 ag 0.5, BaF3 tox 6, Calpain2 inh -11, TRPN1 ag 0.7, S1P4 antag -1 and TRPML3 ag 0.6.
For COc1ccc(C2SCC(=O)Nc3c2c(C)nn3-c2ccccc2)cc1OC (stereo not drawn) the results were EP2 modulator -8, Ba/F3 V617F tox -1, PERK inh -0.4, S1P4 ag -0.5, BaF3 tox 5, Calpain2 inh 0, TRPN1 ag 0.0, S1P4 antag -6 and TRPML3 ag 0.5.
For O=C(Nc1ccccc1Cl)OC1CN2CCC1CC2 (stereo not drawn) the results were EP2 modulator -25, Ba/F3 V617F tox 2, PERK inh -0.8, S1P4 ag 1.6, BaF3 tox -4, Calpain2 inh -8, TRPN1 ag 0.6, S1P4 antag 8 and TRPML3 ag 1.4.
`Cc1ccc(-n2c(C)cc(/C=C3\C(=O)NC(=O)N(C)C3=O)c2C)cc1C` gave EP2 modulator 15, Ba/F3 V617F tox -2, PERK inh 0.7, S1P4 ag 0.1, BaF3 tox 3, Calpain2 inh 6, TRPN1 ag -1.3, S1P4 antag -12 and TRPML3 ag -0.4.
`Cc1nc2cc(C(F)(F)F)ccc2n1C1CCN(Cc2nnnn2CCc2ccccc2)CC1` gave EP2 modulator -21, Ba/F3 V617F tox -5, PERK inh -1.0, S1P4 ag 0.1, BaF3 tox 2, Calpain2 inh -112, TRPN1 ag 4.4, S1P4 antag 11 and TRPML3 ag 2.9.
`CCN(CC)P(c1n(C)cc[n+]1C)N(CC)CC` gave EP2 modulator 0, Ba/F3 V617F tox 4, PERK inh 0.7, S1P4 ag 1.1, BaF3 tox 7, Calpain2 inh 5, TRPN1 ag 2.3, S1P4 antag -11 and TRPML3 ag -1.1.
`COc1ccccc1CN1CCN(C(=O)COc2ccccc2)CC1` gave EP2 modulator 3, Ba/F3 V617F tox 1, PERK inh -0.1, S1P4 ag 0.8, BaF3 tox 4, Calpain2 inh -6, TRPN1 ag -2.0, S1P4 antag -13 and TRPML3 ag -0.2.
Nc1ccc(C(=O)N/N=C2/CN3CCC2CC3)cc1 was read as EP2 modulator 19, Ba/F3 V617F tox -1, PERK inh 0.8, S1P4 ag -0.3, BaF3 tox 4, Calpain2 inh -18, TRPN1 ag 0.2, S1P4 antag 7 and TRPML3 ag 0.7.
`Cc1nc(Cl)sc1C(=O)Nc1ccc2ccccc2c1` gave EP2 modulator -18, Ba/F3 V617F tox 4, PERK inh 0.1, S1P4 ag -0.2, BaF3 tox 9, Calpain2 inh 26, TRPN1 ag -0.7, S1P4 antag -11 and TRPML3 ag 0.3.
For CCOC(=O)C1=C(N)OC2=C(C(=O)CCC2)C12C(=O)N(CC(N)=O)c1ccccc12 (stereo not drawn) the results were EP2 modulator 20, Ba/F3 V617F tox -3, PERK inh 1.3, S1P4 ag -1.2, BaF3 tox 2, Calpain2 inh 11, TRPN1 ag 0.5, S1P4 antag -5 and TRPML3 ag 0.9.
`CCN(CC)CCN=Cc1c(O)n(Cc2ccco2)c(=O)[nH]c1=O` gave EP2 modulator 13, Ba/F3 V617F tox -2, PERK inh 1.0, S1P4 ag 0.2, BaF3 tox 0, Calpain2 inh 9, TRPN1 ag 1.5, S1P4 antag 15 and TRPML3 ag 1.1.
Screening CC/C(=N\Nc1ccccc1)c1c(O)n(-c2ccc(OC)cc2)c(=O)[nH]c1=O returned EP2 modulator -37, Ba/F3 V617F tox -2, PERK inh 0.8, S1P4 ag -0.7, BaF3 tox -2, Calpain2 inh 21, TRPN1 ag -0.8, S1P4 antag -3 and TRPML3 ag 0.6.
For Cc1ncc(CN2CCCC(C(=O)c3sccc3C)C2)s1 (stereo not drawn) the results were EP2 modulator -20, Ba/F3 V617F tox -4, PERK inh -0.4, S1P4 ag 1.3, BaF3 tox 4, Calpain2 inh -2, TRPN1 ag -1.1, S1P4 antag 5 and TRPML3 ag -0.1.
CN1CCN(c2cc(N3CCCC3)c([N+](=O)[O-])cc2F)CC1 was read as EP2 modulator -16, Ba/F3 V617F tox 5, PERK inh -0.1, S1P4 ag -0.5, BaF3 tox 6, Calpain2 inh 17, TRPN1 ag 1.1, S1P4 antag -3 and TRPML3 ag 0.1.
Screening CCOc1ccc(-c2cc(C)[n+](CCN(CC)CC)c(-c3ccc(OCC)cc3)c2)cc1 returned EP2 modulator -38, Ba/F3 V617F tox 98*, PERK inh -1.3, S1P4 ag 1.9, BaF3 tox 82*, Calpain2 inh -190, TRPN1 ag 0.6, S1P4 antag -17 and TRPML3 ag 0.2.
COc1cc(C)c(-c2nc(CN3C[C@@H]4C[C@@H](C3)c3cccc(=O)n3C4)c(C)o2)cc1C was read as EP2 modulator 16, Ba/F3 V617F tox -2, PERK inh -0.2, S1P4 ag 0.2, BaF3 tox 0, Calpain2 inh -12, TRPN1 ag -1.7, S1P4 antag 10 and TRPML3 ag -0.4.
Screening Cc1nn(Cc2ccc(Cl)cc2Cl)c(Cl)c1C(=O)Nc1ccc(OC(F)F)cc1 returned EP2 modulator -34, Ba/F3 V617F tox -2, PERK inh 0.7, S1P4 ag 0.3, BaF3 tox 1, Calpain2 inh -9, TRPN1 ag 0.6, S1P4 antag -17 and TRPML3 ag 0.2.
Screening Nc1cc(N2CCNCC2)c([N+](=O)[O-])cc1Cl returned EP2 modulator -19, Ba/F3 V617F tox -1, PERK inh -1.0, S1P4 ag 1.8, BaF3 tox 3, Calpain2 inh 11, TRPN1 ag -1.2, S1P4 antag -3 and TRPML3 ag 0.1.

Screens (PubChem BioAssay)

These rows are one share of the data; count on the stated rates, not on these rows.
